Smad3 FoxH1 inh: blocks human Smad3 binding to FoxH1 peptide; AID 630; inhibition, % at 25 µM; hit rate 0.29% among 88,000; P84022; TR-FRET Smad3/Dy647-FoxH1 peptide binding, europium anti-His;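 active means compounds that reduce the energy-transfer binding signal between the protein and its labelled peptide by more than half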;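 further: 0% = Smad3 plus labelled peptide maximal FRET and 100% = peptide-only background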
Target sequence (P84022 whole entry, looked up): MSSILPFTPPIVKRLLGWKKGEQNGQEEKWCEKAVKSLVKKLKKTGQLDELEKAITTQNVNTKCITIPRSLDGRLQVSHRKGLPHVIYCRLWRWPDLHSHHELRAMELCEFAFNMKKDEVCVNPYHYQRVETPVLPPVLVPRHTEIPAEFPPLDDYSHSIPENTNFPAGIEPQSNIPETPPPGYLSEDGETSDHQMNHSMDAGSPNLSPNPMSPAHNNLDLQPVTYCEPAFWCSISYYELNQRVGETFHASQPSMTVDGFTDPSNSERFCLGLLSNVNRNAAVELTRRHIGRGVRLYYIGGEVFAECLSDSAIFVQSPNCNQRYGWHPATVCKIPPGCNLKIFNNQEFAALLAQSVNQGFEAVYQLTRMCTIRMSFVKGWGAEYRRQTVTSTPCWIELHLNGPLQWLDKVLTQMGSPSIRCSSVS
VCAM1 TNFa inh: reduces TNF alpha induced VCAM1 expression in HUVEC. inhibition, % at 2 µM. hit rate 0.48% among 95,000. AID 802. HUVEC TNFa-induced VCAM-1 immunofluorescence, high-content imaging;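 active means inhibition above the batch mean plus 3 SD, with images confirmed as a hit by eye, cut at about 37% in these data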;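 further: 0% = TNF-stimulated DMSO wells and 100% = unstimulated control wells; not every result past the cut was called active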
F-actin modifier: modifiers of cytoskeleton assembly | HUVEC TNFa F-actin phalloidin imaging, high content | inhibition, % at 2 µM | hit rate 0.18% among 91,000 | AID 836;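 active means inhibition above the batch mean plus 3 SD and confirmed as a hit by visual image inspection, cut at about 30% in these data, passing the limit was not always enough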; further: strong numbers were not always called active
Pyk2 oligo antag: blocks oligomerization of human Pyk2 in cells; Q293 cells, Pyk2 FERM NanoBiT luminescence; active compounds read low; z-score (the deposit names both 25 µM and 10 µM); hit rate 0.83% among 99,000; AID 1347419;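 active means Z-score of -3 or lower, scaled per plate to the spread of control and sample wells; inactive means z-score above -3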;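 further: negative z-score means lost luminescence so less FERM oligomerization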
HUVEC tox IL1B: HUVEC cytotoxicity counter-screen, IL-1B stimulated | AID 845 | HUVEC cell count loss, Hoechst imaging | cell count reduction, % at 2 µM | hit rate 0.41% among 94,000;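 active means cell count reduction more than 3 SD above the screen-wide mean, cut at about 70% in these data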;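 further: normalized per plate to untreated control cells as the no-loss baseline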
H69AR growth 86K: growth inhibitors of human H69AR lung tumor cells. H69AR lung tumor viability, ATP luminescence, 72 h; active compounds read low. viability, % at 10 µM. hit rate 6% among 85,000. AID 598;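 active means viability at or below 40%; inactive means viability above 40%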;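 further: multidrug resistant small cell line overexpressing MRP-1 efflux transporter; 100% = mean luminescence of untreated control wells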
Lung fibro prol: blocks proliferation of human lung fibroblasts; LL 47 human lung fibroblast viability, ATP luminescence; active compounds read low; viability, % at 10 µM; hit rate 1.1% among 85,000;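 active means viability at or below 50% in the single dose screen; inactive means viability above 50%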;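 further: compound exposure lasted 72 h before the ATP readout; 100% = median luminescence of untreated cell-only wells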
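Times – overnight cell rest, 72 h compound treatment at 37 °C · Test system – human lung fibroblast line LL 47, low passage · Amount – 1,150 cells in each well · Controls – cell-only wells, no compound · Doses – 0.1% DMSO in all compound wells · Measured by – CellTiter-Glo luminescence · Buffer or medium – IMEM plus 15% FBS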
HUVEC prolif 384: blocks proliferation of human endothelial cells; HUVEC proliferation, CellTiter-Glo luminescence, 72 h; active compounds read low; viability, % at 10 µM (by protocol); hit rate 1.1% among 86,000;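 active means viability at or below 30%; inactive means viability above 30%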;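 further: 100% = median luminescence of DMSO-only cell control wells on each plate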
TNFa cytotox: toxic to HUVEC cells under TNF alpha stimulation | AID 848 | HUVEC TNFalpha-stimulated, Hoechst cell count, imaging | cell count reduction, % at 2 µM | hit rate 0.17% among 93,000;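 active means cell count reduction exceeding the screen mean by over 5 SD, scaled to untreated wells per plate, cut at about 78% in these data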;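 further: cells counted after 24 h of TNF alpha exposure following the 1 h pretreatment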
An asterisk follows results filed as active; · = not tested or not shown; [ ] = dose if it differs, or a comment. This is a subset; the hit share may differ from the screen's.

SMILES	Smad3 FoxH1 inh	VCAM1 TNFa inh	F-actin modifier	Pyk2 oligo antag	HUVEC tox IL1B	H69AR growth 86K	Lung fibro prol	HUVEC prolif 384	TNFa cytotox
CCOC(=O)c1cn(-c2ccccc2)nc1-c1ccncc1	4	16	-37	-0.19	-7	88	95	88	-2
CN1CCC(=C2c3ccccc3C=Cc3ccccc32)CC1	2	·	·	·	·	46	84	65	·
Cc1ccccc1C(=O)c1cccn1CC(=O)N1CCCCCC1	10	-4	-9	-0.24	-18	78	111	107	-18
O=C(C1CCCC1)N(c1ccccc1)C1C=CS(=O)(=O)C1 (stereo not drawn)	-15	·	·	0.47	·	95	97	90	·
Cc1cc2cc3c(cc2nc1SCC(=O)Nc1ccccc1)CCC3	·	-13	·	1.4	-15	·	·	·	1
O=C(NCCO)c1cc2ccccc2cc1O	6	12	11	2	-28	89	99	96	-38
COc1ccc(CCC(=O)NCc2cn3ccsc3n2)cc1	8[fluorescence artefact?]	-16	5	-0.79	29	99	99	85	-10
[N-]=[N+]=CC(=O)CC(c1ccccc1)N1C(=O)c2ccccc2C1=O (stereo not drawn)	13	-4	-8	0.08	-8	102	98	104	5
CC(c1ccco1)N(C(=O)C12CC3(C)CC(C)(CC(C)(C3)C1)C2)c1ccccn1 (stereo not drawn)	-4	-10	8	0.62	2	88	103	108	-6
O=C(Nc1ccc(N2CCN(C(=O)c3ccccc3)CC2)c(Cl)c1)c1ccc(Br)o1	·	-6	8	-2.1	30	·	·	·	-23
COc1ccc(OC)c(C(c2nnnn2C2CCCC2)N2CCN(c3ccc(F)cc3)CC2)c1 (stereo not drawn)	-6	5	23	-3.2*	0	95	94	94	-6
Nn1c(CN2CCCCC2)nc2ccccc2c1=O	-12	14	-9	0.02	-9	97	105	107	0
Cc1ccc(/C(O)=C2/C(=O)C(=O)N(CCN3CCOCC3)C2c2ccccn2)cc1 (stereo not drawn)	6	-6	2	-0.96	-10	94	99	98	5
COc1ccc(-c2cc3nnc(-c4ccccc4)nc3s2)cc1	4	11	-6	0.05	6	92	103	99	-24
O=C(CN1CCc2[nH]c3ccccc3c2C1)N1CCCCC1	6	26	0	-0.31	·	96	95	91	-30
COc1ccc(-c2nc3n(c2Br)CCC3)cc1	·	6	-10	1.1	6	·	·	·	-8
CCOc1cc(-c2nc(-c3ccncc3)no2)cc(OCC)c1OCC	4[fluorescence artefact?]	-11	0	0.77	-30	54	88	84	-6
CCn1ncc(CNC(=O)CCSc2nc(-c3ccco3)cc(C(F)(F)F)n2)c1C	2	6	0	-0.17	-27	80	97	95	·
O=C(Nc1ccccc1C(=O)N1CCOCC1)c1ccc(F)cc1	-13	9	1	0.43	15	96	94	97	-16
C/C(=N\NC(=O)c1ccc(C)cc1)C1C(=O)c2ccccc2C1=O	0	6	-18	-1.2	-1	79	103	87	0
COc1cc(CC(=O)OCC(=O)Nc2cc(S(=O)(=O)N3CCCC3)ccc2Cl)cc(OC)c1OC	·	1	5	1.5	-19	·	·	·	-3
N#Cc1c(NC(=O)CSc2ncn[nH]2)sc2c1CCCCC2	-1	·	·	0.06	·	28*	79	79	·
O=C(O)C1CC=CCC1C(=O)Nc1cccc(Cl)c1 (stereo not drawn)	8	2	-6	0.85	15	98	105	91	-22
CCOC(=O)N1CCN(c2ccccc2O)CC1	·	16	-6	0.07	0	·	·	·	-4
COc1ccc(-n2c(NC(=O)c3ccco3)c(C#N)c3nc4ccccc4nc32)cc1	·	-8	-9	0.12	-14	·	·	·	-24
SMILES	Smad3 FoxH1 inh	VCAM1 TNFa inh	F-actin modifier	Pyk2 oligo antag	HUVEC tox IL1B	H69AR growth 86K	Lung fibro prol	HUVEC prolif 384	TNFa cytotox
CC(C)c1ccc(N(CC(=O)NCCSC(C)(C)C)S(C)(=O)=O)cc1	-3	21	-11	0.86	1	70	102	105	7
CCCNC(=O)N1CCN(c2nc(C(C)C)c3c(c2C#N)CC(C)(C)OC3)CC1	-2	-3	5	·	-7	79	83	60	1
CCOC(=O)N1CCN(C2CC(=O)N(c3ccc(Cl)c(Cl)c3)C2=O)CC1 (stereo not drawn)	-10	-3	-4	-0.35	-4	102	91	96	5
COc1ccccc1N(Cc1cc2cccc(C)c2[nH]c1=O)C(=O)C(C)C	6	-10	15	-0.45	5	95	102	110	-7
O=C(Nc1cc2c(cc1Br)OCCO2)c1ccco1	-2	2	-16	-0.64	-19	90	99	104	-7
COc1cccc(-c2nc(CS(=O)CC(=O)O)c(C)o2)c1 (stereo not drawn)	9	16	2	·	-69	107	105	98	-15
CCOC(=O)c1nnc2ccnn2c1N	9	-8	-3	1.4	12	90	111	92	16
O=C(Cc1ccccc1)NCCn1ccc2ccccc21	0	·	·	·	·	101	103	87	·
CCn1c(COc2cccc(C)c2)nc2ccccc21	-2	-1	24	1.1	34	96	100	94	-42
Cc1cccc(-n2ncc3c(NCc4ccco4)ncnc32)c1	1	·	·	0.19	·	26*	89	73	·
COCCCNC(=O)Cn1nnc(-c2ccccc2NC(=O)c2ccc(F)cc2)n1	6	-8	-7	0.01	-27	72	95	87	-12
COc1cccc(-n2c(C)nc3cc(C(=O)O)ccc32)c1	21	-5	12	0.29	·	95	95	85	-25
O=c1c2ccccc2nc2c3ccccc3ncn12	3	-3	-2	0.39	-26	94	102	97	-3
NC(=O)C1CCN(C(=O)COc2ccc3ccccc3c2)CC1	-4	9	6	0.87	0	90	101	87	-29
CC1CCN(c2cc(=O)n(C3CCCCC3)c(=O)[nH]2)CC1	-2	12	4	·	5	70	87	99	-32
CN(c1ccccc1)S(=O)(=O)c1ccc(NC(=S)Nc2ccccc2)cc1	·	-15	6	0.51	9	·	·	·	-17
CCNc1ccc(Br)cc(C(=O)/C=C/c2ccc(Cl)cc2Cl)c1=O	0	3	11	0.13	-19	0.4*	92	21*	-18
O=C(NCCN1CCOCC1)C1CCN(S(=O)(=O)N2CCCCC2)CC1	2	-6	25	0.18	-19	99	110	94	-24
CC(C)C(NC(=O)c1cccs1)c1nnc(SCC(=O)Nc2nccs2)n1C (stereo not drawn)	8	7	5	-0.02	15	96	97	101	-22
COc1ccc(NC(=S)NCCc2ccccc2OC)c(OC)c1	-9	-13	2	-0.01	-13	84	98	105	-10
Cc1nc(NC(=O)CN2CCOCC2)sc1-c1ccccc1	-4	9	-6	0.27	16	63	98	88	-33
O=C(c1cnn2c(C(F)(F)F)cc(-c3ccccc3)nc12)N1CCCc2ccccc21	5	11	-25	0.42	-10	36*	91	87	-7
O=C(Nc1ccc(Cc2ccncc2)cc1)c1ccc(Br)o1	3	-13	4	0.7	3	109	98	101	-9
CCc1[nH]nc2c1C1(C(=O)N(Cc3ccccc3)c3ccccc31)C(C#N)=C(N)O2 (stereo not drawn)	-19	2	5	-1.3	-9	64	101	92	-14
COc1ccc(OC)c(CCNC(=O)CC2Oc3ccccc3NC2=O)c1 (stereo not drawn)	3	12	-13	·	12	87	101	95	4
SMILES	Smad3 FoxH1 inh	VCAM1 TNFa inh	F-actin modifier	Pyk2 oligo antag	HUVEC tox IL1B	H69AR growth 86K	Lung fibro prol	HUVEC prolif 384	TNFa cytotox
COc1ccccc1-c1cc2ccccc2[nH]1	1	-10	-4	-0.29	-5	91	87	81	0
CCOc1ccc2[nH]c(=O)c(CN(Cc3ccco3)Cc3nnnn3Cc3ccccc3)cc2c1	6	22	6	1.5	-16	38*	99	86	-22
CN1C(=O)NC2(O)C(=O)c3ccccc3C12O (stereo not drawn)	-1	14	-1	-0.14	0	87	94	97	-6
CCN1CCN(C(=O)C(C)N(c2ccc(C)cc2)S(C)(=O)=O)CC1 (stereo not drawn)	3	18	2	0.77	-18	96	91	87	-27
O=c1cc(CSc2nnnn2-c2ccccc2)nc2nc[nH]n12	4	-4	-4	0.69	-26	101	·	98	0
CCCn1c(SCC(=O)Nc2nc(C)cs2)nnc1-c1cccnc1	-17	32	5	0.69	-18	70	103	93	4
COc1ccc(CCN2C(=O)C3C4CC(C5C(C(=O)O)=NOC45)C3C2=O)cc1OC (stereo not drawn)	4	21	4	-0.89	16	93	97	103	-2
COC(=O)c1ccc2c(c1)C(C)(C)C(/C=C/c1ccccc1O)=[N+]2C	·	21	-26	-0.23	20	·	·	·	7
CC(C)(S)[C@@H](N)C(=O)O	9	·	·	·	·	92	94	89	·
CCOC(=O)CSc1nnc(CSc2nc3ccccc3c(=O)[nH]2)n1-c1ccccc1	-20	-17	12	1.5	-7	91	101	91	-24
Cc1ccc(N(CC(=O)Nc2ccc(S(=O)(=O)N3CCOCC3)cc2)S(C)(=O)=O)cc1C	-1	-4	-24	-2.3	-22	82	107	106	-11
CCOC(=O)c1[nH]c(C)c(C(=O)NC2CCCCCC2)c1C	·	-7	9	0.59	-1	·	·	·	-10
CCS(=O)(=O)Nc1c(C)n(C)n(-c2ccccc2)c1=O	7	-21	-48	0.79	-7	92	111	101	13
O=C(NCc1cn2ccsc2n1)c1cccc(C(F)(F)F)c1	-8	11	43	1.2	-2	98	100	93	2
CCc1ccc2nc(-c3cccc(C)c3)nc(SCC(=O)NCC3CCCO3)c2c1 (stereo not drawn)	·	4	21	1.7	-22	·	·	·	-14
Cc1[nH]n(-c2ccc([N+](=O)[O-])cc2)c(=O)c1C=NCCN1CCN(C(=O)c2cccc(F)c2)CC1	4	6	·	-0.54	0	42	76	58	0
COc1ccc(Cl)c(Cn2c(NCCCO)nc3c2c(=O)n(C)c(=O)n3C)c1	8	13	6	-0.23	-14	62	95	89	13
Cc1cc(C)cc(NC(=O)CCc2nc3ccccc3[nH]2)c1	·	9	-4	0.84	-19	·	·	·	-9
Fc1ccc(-c2cc3nc(-c4ccccc4)cc(N4CCOCC4)n3n2)cc1	-1	13	-17	0.11	-7	89	102	79	-18
Cc1cc(C)c2nc(C(F)(F)F)nc(N3CC(C)OC(C)C3)c2c1 (stereo not drawn)	3	-7	3	-0.42	7	64	96	101	-19
O=S(=O)(NCc1ccccc1)c1ccc(S(=O)(=O)N(Cc2cccs2)CC2CCCO2)cc1 (stereo not drawn)	-5	22	-8	0.19	-15	75	100	85	3
O=C(Nc1ccccc1N1CCN(c2ccc(F)cc2)CC1)c1ccccc1	4	8	-15	-0.22	21	99	98	90	-17
O=c1cc(O)nc(SC23CC4CC(CC(C4)C2)C3)[nH]1	6	10	-68	-0.17	-26	91	104	94	-18
CCN(CC)Cc1c[nH]c2c(C(=O)OC)cccc12	-1	·	·	·	·	86	99	76	·
O=C(O)c1cccnc1-c1ncccc1C(=O)O	5[fluorescence artefact?]	13	12	0.41	-15	102	111	95	-1
Cc1nn(C)c(C)c1NC(=O)c1ccc(Cl)cc1	5	-10	12	-0.53	-21	73	104	105	-19
COc1ccc(CCNC(=O)c2nnn(-c3cccc(C)c3)c2N)cc1OC	-2[fluorescence artefact?]	2	-14	-0.55	-12	78	92	105	-1
CC1CC(C)CN(C(=O)c2ccc3c(c2NCCO)C(=O)c2ccccc2C3=O)C1 (stereo not drawn)	-3	-1	·	-2.9	-23	86	106	82	-8

Quoted from the listing:
H69AR growth 86K with CCCn1c(SCC(=O)Nc2nc(C)cs2)nnc1-c1cccnc1 is entered as 70
Lung fibro prol with Cc1nn(C)c(C)c1NC(=O)c1ccc(Cl)cc1 is entered as 104

Assay outcomes (PubChem)
